Bioassay records (PubChem BioAssay)
RXFP1 antagonist: qHTS Assay for Antagonists of the Relaxin Receptor RXFP1. Relaxin receptor 1 (Homo sapiens), Q9HBX9. HEK293-RXFP1, relaxin-stimulated cAMP HTRF, 30 min; active compounds read low. activity change, negative = inhibition, % at 57.5 µM. 350,000 compounds, 0.59% hits;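 active means activity change of -60% or lower, but not beyond a set lower limit; inconclusive means change between -60% and -40%, or beyond the set limit; inactive means change above -40%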; further: on the % scale 0 is the no-effect control and ±100 the full control effect
Anesthetic bind: qHTS Assay for Identification of Novel General Anesthetics. Potency, µM (series often up to 77.5 µM), for inactives: at the highest dose activity change, negative = displacement, hits mostly inhibitors. 350,000 compounds, 0.074% hits. Ferritin light chain (Equus caballus), P02791. apoferritin/1-aminoanthracene competitive binding, fluorescence; further: potency means the concentration at half of the fitted maximal effect; on the % scale 0 is the no-effect control and ±100 the full control effect; nearly all actives have a fitted effect of over 20% in size
Target sequence (P02791 2-175 limits assumed): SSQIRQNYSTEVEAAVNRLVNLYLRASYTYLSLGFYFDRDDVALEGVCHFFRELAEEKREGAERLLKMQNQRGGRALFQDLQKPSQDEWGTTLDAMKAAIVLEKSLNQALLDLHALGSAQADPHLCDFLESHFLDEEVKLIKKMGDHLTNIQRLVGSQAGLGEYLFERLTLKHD
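In PBS, apoferritin at 10 uM is loaded with 1-AMA from a 50% saturated solution. After 10 min of compound exposure at ambient temperature, reduced 535 nm fluorescence indicates probe displacement.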
POLI inh: qHTS for Inhibitors of Polymerase Iota; Potency, µM (top dose mostly 115 µM), without a hit: at the top dose activity, negative = inhibition, usual class: inhibitors; Pol iota fluorescent replication assay, 10 min; AID 588590, 2011; 390,000 compounds, 1% hits; further: potency means the concentration at half of the fitted maximal effect
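Pol iota at 10 nM preincubated 15 min with compounds at room temperature; reaction started with fluorescent substrate, 50 nM final. Fluorescence read kinetically at 0 and 10 min; buffer-only wells as negative control.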
Pol kappa inh: qHTS for Inhibitors of Polymerase Kappa. DNA polymerase kappa (Homo sapiens), Q9UBT6. Potency, µM (highest dose often 107 µM), without a hit: top-dose activity, negative = inhibition, most hits filed as inhibitors. AID 588579, 2011. 400,000 compounds, 0.53% hits. purified Pol kappa, fluorescent DNA synthesis assay, 10 min; further: potency means the concentration at half of the fitted maximal effect; on the % scale 0 is the no-effect control and ±100 the full control effect
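Readout: fluorescence, taken kinetically at 0 and 10 min. Conditions: 10 nM Pol kappa, 15 min RT compound preincubation, 50 nM substrate final. Controls: enzyme-free buffer wells.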
POLH inh: qHTS for Inhibitors of Polymerase Eta | DNA polymerase eta (Homo sapiens), Q9Y253 | recombinant Pol eta, fluorescent DNA replication assay | Potency, µM (titrated, usually from 114 µM), inactives show at the top dose activity change, negative = inhibition, most hits filed as inhibitors | 390,000 compounds, 1.2% hits | AID 588591, 2011; further: potency means the concentration at half of the fitted maximal effect; on the % scale 0 is the no-effect control and ±100 the full control effect
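Pol eta at 10 nM preincubated with compounds 15 min at room temperature; reaction started with fluorescent substrate (50 nM final) and read kinetically at 0 and 10 min.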
BLM helicase inh: qHTS Assay for Inhibitors of Bloom's syndrome helicase (BLM); AID 2528, 2010; 350,000 compounds, 0.2% hits; recombinant BLM DNA unwinding, fluorescence dequenching; RecQ-like DNA helicase BLM (Homo sapiens), P54132; Potency, µM (doses to about 56.1 µM), without a hit: at the top dose activity change, negative = inhibition, usual class: inhibitors;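 further: potency means the concentration at half of the fitted maximal effect; plate controls were vehicle for no effect and no enzyme for full effect; nearly all actives have a fitted effect of over 35% in size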
APE1 inh: qHTS Assay for Inhibitors of the Human Apurinic/apyrimidinic Endonuclease 1 (APE1). recombinant APE1, TAMRA/BHQ-2 abasic DNA cleavage fluorescence. DNA repair nuclease/redox regulator APEX1 (Homo sapiens), P27695. Potency, µM (series often up to 65.8 µM), without a hit: at the highest dose activity change, negative = inhibition, usual class: inhibitors. 350,000 compounds, 0.35% hits;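 further: potency means the concentration at half of the fitted maximal effect; plate controls were vehicle for no effect and reference inhibitor for full effect; nearly all actives have a fitted effect of over 55% in size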
Target sequence (P27695 whole entry, looked up): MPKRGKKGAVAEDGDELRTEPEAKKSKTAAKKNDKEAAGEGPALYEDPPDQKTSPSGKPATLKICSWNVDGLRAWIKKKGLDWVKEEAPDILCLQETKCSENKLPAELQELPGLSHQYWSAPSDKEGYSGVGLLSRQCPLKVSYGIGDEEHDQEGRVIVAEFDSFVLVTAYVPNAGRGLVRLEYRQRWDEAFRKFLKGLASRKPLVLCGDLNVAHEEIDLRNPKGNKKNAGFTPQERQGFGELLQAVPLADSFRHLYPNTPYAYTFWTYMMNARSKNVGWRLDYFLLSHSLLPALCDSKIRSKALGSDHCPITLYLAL
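Readout is kinetic fluorescence (ex 525, em 598 nm) from cleavage of 50 nM TAMRA/BHQ-2 THF abasic duplex by 0.75 nM APE1, compound added 15 min beforehand at RT.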
PGK inhibitor: qHTS Assay to Find Inhibitors of Phosphoglycerate Kinase; Phosphoglycerate kinase, glycosomal (Trypanosoma brucei brucei), P07378; PGK/GAPDH coupled, Kinase-Glo luminescence, 60 min; Potency, µM (doses to about 57.5 µM), inactives show at the top dose activity change, negative = inhibition, most hits filed as inhibitors; 380,000 compounds, 0.043% hits; AID 602233, 2012; further: potency means the concentration at half of the fitted maximal effect; on the % scale 0 is the no-effect control and ±100 the full control effect; nearly all actives have a fitted effect of over 60% in size
Target sequence (P07378 whole entry, looked up): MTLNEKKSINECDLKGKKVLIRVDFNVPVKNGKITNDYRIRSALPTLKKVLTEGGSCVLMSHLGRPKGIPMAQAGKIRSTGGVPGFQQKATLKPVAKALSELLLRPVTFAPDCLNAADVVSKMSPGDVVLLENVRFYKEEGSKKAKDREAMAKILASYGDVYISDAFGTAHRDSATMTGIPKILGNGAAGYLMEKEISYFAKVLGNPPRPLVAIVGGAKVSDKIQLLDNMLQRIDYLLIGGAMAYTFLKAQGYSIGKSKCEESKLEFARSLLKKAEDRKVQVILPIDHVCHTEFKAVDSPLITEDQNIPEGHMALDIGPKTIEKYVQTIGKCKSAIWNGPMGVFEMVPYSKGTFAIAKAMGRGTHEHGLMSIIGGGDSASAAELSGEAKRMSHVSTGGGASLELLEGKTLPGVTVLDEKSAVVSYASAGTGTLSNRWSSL
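Recombinant glycosomal PGK reaction used 1,3-bisphosphoglycerate generated in-well by GAPDH (100nM final) in 100mM TEA pH 7.6, 5mM MgCl2, 0.01% Tween-20. After 60 minutes at room temperature, ATP was read by Kinase-Glo Plus luminescence end-point.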
POLB inh: qHTS Assay for Inhibitors of DNA Polymerase Beta | Pol beta primer extension/strand displacement, fluorescence kinetic | Potency, µM (titrated, usually from 114 µM), for inactives: at the top dose activity change, negative = inhibition, usual class: inhibitors | 340,000 compounds, 1.3% hits | AID 485314, 2010; further: potency means the concentration at half of the fitted maximal effect; on the % scale 0 is the no-effect control and ±100 the full control effect
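Preincubation: enzyme (10 nM) with compound, 15 min, RT. Reaction: substrate added to 50 nM final. Reads: 0 and 10 min. Analysis: normalized, Hill fit.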
An asterisk follows results filed as active; i = inactive; ? = inconclusive; . = no result given; [ ] = another dose, or the depositor's remark. Unless noted, the call rests on the fitted dose curve; in most records, active means well fitted curve in the direction sought with a large enough effect; inconclusive means small, poorly fitted or top-dose-only effect, or another doubt; inactive means no such curve, though single readings can be large; an effect the other way counts as inactive or inconclusive. Not all compounds are listed; count on the stated rates, not on these rows.

molecule	RXFP1 antagonist	Anesthetic bind	POLI inh	Pol kappa inh	POLH inh	BLM helicase inh	APE1 inh	PGK inhibitor	POLB inh
CCOC(=O)c1c(NC(=O)CSc2nnnn2C)sc(C)c1-c1ccc(C)cc1	2	-12%	-7%	-23%	?	-13%	-3%	i	?
Cc1cc(C)c(S(=O)(=O)n2cnc(C)c2)c(C)c1	-5	-15%	6%	-1%	-6%	0%	.	i	-2%
O=C(CSc1nnc(-c2ccccc2)o1)N1CCc2ccccc2C1	9	-12%	22%	-24%	2%	-15%	9%	0%	9%
Cc1cccc(-c2nnc(-c3cccc4ccccc34)o2)c1	-14	.	52%[activator]	-11%	-8%	.	.	0%	.
CCC(C)NC(=O)c1cc(S(=O)(=O)N2CCCCC2)c[nH]1 (stereo not drawn)	.	-12%	2%	-2%	-22%	-1%	10%	0%	9%
Cc1nccn1CC(=O)N/N=C/c1cc(Br)cs1	6	1%	27%	-11%	-6%	-1%	16%	i	36%
CN(C)c1ccc(C(CNS(=O)(=O)c2ccc(F)cc2)N2CCCC2)cc1 (stereo not drawn)	-18	19%	13%	-1%[60.1 µM]	-11%	3%	.	0%	6%
COc1ccc(NC(=O)N2CCC(CN3CCCC3)CC2)c(OC)c1	-8	-2%	-24%	-20%	6%	0%	.	2%	27%
Cn1c(N)c(C(=O)COC(=O)CN2C(=O)c3ccccc3C2=O)c(=O)n(C)c1=O	-4	-15%	36%[activator]	-13%	-7%	-7%	0%	.	-3%
Cc1ccc(S(=O)(=O)NCCc2nnc3ccc(SCC(=O)Nc4ccc(OC(F)(F)F)cc4)nn23)cc1	3	1%	-12%	-1%	-7%	0%	.	-7%	3%
O=C(/C=C/c1ccco1)Nc1scc(-c2ccccc2)c1C(=O)O	-15	5%	28µM*	79µM*	20µM*	2%	?	-25%	-38%
CCOC(=O)C1=C(O)C(=O)N(Cc2cccnc2)C1c1ccc(OC)cc1 (stereo not drawn)	2	-2%	58%[activator]	8%	-10%	-1%	-1%	i	41%

Rewritten field by field: part of the list above
COc1ccc(NC(=O)N2CCC(CN3CCCC3)CC2)c(OC)c1
- RXFP1 antagonist: -8
- Anesthetic bind: -2%
- POLI inh: -24%
- Pol kappa inh: -20%
- POLH inh: 6%
- BLM helicase inh: 0%
- APE1 inh: .
- PGK inhibitor: 2%
- POLB inh: 27%

Cn1c(N)c(C(=O)COC(=O)CN2C(=O)c3ccccc3C2=O)c(=O)n(C)c1=O
- RXFP1 antagonist: -4
- Anesthetic bind: -15%
- POLI inh: 36%[activator]
- Pol kappa inh: -13%
- POLH inh: -7%
- BLM helicase inh: -7%
- APE1 inh: 0%
- PGK inhibitor: .
- POLB inh: -3%

The list goes on:
molecule	RXFP1 antagonist	Anesthetic bind	POLI inh	Pol kappa inh	POLH inh	BLM helicase inh	APE1 inh	PGK inhibitor	POLB inh
CC(C)CN(C(=O)CN1CCOCC1)c1c(N)n(CC(C)C)c(=O)[nH]c1=O	6	-9%	16%	-3%	1%	-1%	1%	-1%	-7%[57.1 µM]
O=C(NCC(c1cccs1)N1CCOCC1)c1ccc(Cl)cc1 (stereo not drawn)	-2	.	20%	-3%	-7%	.	-7%	-10%	.
COc1ccc(N(C(=O)CNC(=O)c2ccco2)C(C(=O)NC2CCCC2)c2ccc(C)o2)cc1 (stereo not drawn)	-2	-16%	91%[activator]	2%	-17%	-1%	9%	7%	5%
CSc1cccc(NC(=O)C(C)C)c1	23	-19%	-6%	-4%	-5%	-3%	14%	11%	29%
Cc1ccc(NC(=O)c2cc(C(C)(C)C)nn2Cc2ccccc2)cc1	-22	-4%	119%[activator]	-16%	-10%	-15%	-7%	-3%	-9%
CCOc1ccc(CCNC(=O)C2CCN(Cc3nc(-c4ccccc4C)oc3C)CC2)cc1OCC	.	-10%	10%	-5%	-23%	0%	.	i	11%
COc1ccc(/C=C2\SC(=O)N(CC(=O)NCCC(C)C)C2=O)cc1OC	21	-1%	125%[activator]	-8%	-13%	0%	-4%	-3%	34%
CCN(CC)C(=O)[C@H]1CC(CC(=O)NCc2ccco2)C(=O)N2CCc3c([nH]c4ccc(OC)cc34)[C@]12C (stereo partly drawn)	.	.	-24%	-5%	0%	.	-4%	-7%	.
Oc1c(Br)cc(/C=N/n2c(-c3ccccc3)n[nH]c2=S)c(Br)c1O	.	2%	.	.	.	0.79µM*	0.42µM*	.	0.25µM*
COc1ccc(N2CCN(C(=O)c3cccc(NC(=O)c4nsc5ccccc45)c3)CC2)cc1	-5	54%[activator]	-7%	-12%[60.1 µM]	-12%	-7%	.	13%	6%
CCOc1ccc(N=C2NC(=O)S/C2=C\c2ccc(N(C)C)cc2)cc1	1	-7%	?	-5%	79µM*	-5%	2%	-1%	3%
COCC(=O)N1CCC(Oc2ccc(C(=O)NCc3cc(C)no3)cc2)CC1	-3	-7%	10%	10%	-12%	0%	40%	i	30%[activator]
Cc1ccc(C)c(OCC(=O)Nc2cc(C(=O)O)cc(C(=O)O)c2)c1	4	-2%	12%	-9%	10%	1%	8%	-7%	-7%
c1ccc(-c2noc(-c3cccc4ccccc34)n2)nc1	-11	-21%	17%	-10%	-8%	2%	-4%	2%	0%
COc1ccc(/C(C)=N\NC(=O)C(c2ccncc2)N2CCOCC2)cc1 (stereo not drawn)	-3	0%	19%	-1%	-6%	-1%	1%	i	1%
Cc1ccc(NC2CCCN(C(=O)CCN3CCCCO3)C2)cc1C (stereo not drawn)	-7	-9%	7%	-3%	-13%	-1%	32%	3%	32%
O=C(CSc1nnc(-c2cccc(S(=O)(=O)N3CCCCC3)c2)o1)c1ccc[nH]1	-1	-20%	14%	-4%	-6%	-13%	?	-1%	21%
CCOc1ccc(NC(=O)Cn2c(=O)n(Cc3ccccc3)c(=O)c3c4c(sc32)CN(C(C)=O)CC4)cc1	.	-4%	30%[activator]	-3%	-25%	-8%	.	0%	12%
C/C(=N/NC(=O)c1ccc(C(C)(C)C)cc1)c1ccccn1	-9	.	147%[activator]	-11%	-4%	.	.	-3%	.
CCOc1ccccc1Nc1ncccc1C(=O)N1CCCC1	2	6%	-6%	-5%[60.1 µM]	7%	-2%	-9%	-10%	6%
Cc1c(NC(=O)C2(c3ccccc3)CCOCC2)c(=O)n(-c2ccccc2)n1C	5	-1%	1%	-15%	9%	2%	2%	-1%	-1%
CCOC(=O)c1sc(N2C(=O)c3oc4cc(C)c(C)cc4c(=O)c3C2c2ccc(C)cc2)nc1C (stereo not drawn)	-8	-9%	-6%	6%	-11%	4%	.	-10%	14%
CCCC(C)C(=O)Nc1cc(S(=O)(=O)N2CCCCC2)ccc1N1CCOCC1 (stereo not drawn)	-1	.	9%	0%	-8%	.	22%	-7%	.
C=CCNCCOc1ccccc1-c1ccccc1	.	-13%	-5%	-4%	-15%	-13%	2%	i	11%
O=C(O)CSc1nnc(CNc2cccc(C(F)(F)F)c2)n1Cc1ccco1	-11	-9%	?	-24%	-5%	-8%	12%	1%	-15%
Nc1ccccc1NC(=O)c1ccccc1N	9	-6%	17%	-19%	7%	-11%	1%	-5%	12%
COc1cccc(CN(CC(=O)NCc2ccco2)C(=O)CNS(=O)(=O)c2ccccc2)c1	1	0%	117%[activator]	-11%	-9%	1%	7%[12.4 µM]	6%	20%
O=C(/C=C/c1ccccc1)NC(=S)Nc1ccccc1O	-9	-5%	-26%	-1%	-2%	-4%	30%	i	17%
CCOc1cc(CNc2ccc(OC)cc2)cc(Br)c1OCC(=O)NC(C)(C)C	-14	8%	50%[activator]	-4%	-18%	-13%	-7%	1%	-23%
O=C(Nc1nccs1)c1ccc(COc2c(F)c(F)cc(F)c2F)cc1	0	-18%	1%	8%	-15%	-5%	-5%	.	27%
Cc1ccc2nc(Nc3ccccc3O)nc(-c3ccccc3)c2c1	1	?	-14%	-5%	10%	-5%	-3%	-9%	30%
COc1ccccc1/C=N/NC(=O)c1ccccc1Cl	-2	-14%	-21%	-8%	1%	-5%	-6%	i	35%
CCOc1ccc(-n2c(Cc3cc(=O)[nH]c(=O)[nH]3)nnc2SCC)cc1	-9	-4%	13%	7%	2%	1%	13%	-4%	26%
COc1ccccc1Oc1ccc(N/C=C2/CCCC2=O)cc1	-10	-14%	24%	-19%	-17%	0%	10%	i	14%
COc1ccc(NC(=O)Nc2ccc(F)cc2F)cc1	2	-8%	23%	-7%	1%	-1%	1%	-11%	3%
OCCN1CNC(=S)NC1	-16	3%	66%[activator]	-2%	-22%	-2%	-5%	2%	0%
CCCCC1(C(=O)OCC)CC(CSC(=N)N)OC1=O (stereo not drawn)	-30	-2%	74%[activator]	0%	-19%	3%	14%	i	0%
O=C1CC(c2ccccc2)n2nc(NC(=O)c3ccccn3)nc2N1 (stereo not drawn)	-9	-12%	17%	0%	-12%	-1%	?	-7%	5%
CCCCN(CCCC)S(=O)(=O)c1ccc(OC)c2ncccc12	-7	-11%	22%	-11%	-7%	-3%	-2%	-11%	7%
Cc1cccc(N2CCN(C(=O)CCS(=O)(=O)c3ccc4c(c3)CC(=O)N4C)CC2C)c1 (stereo not drawn)	.	-19%	-8%	-6%	-12%	-2%	.	-3%	?
Cc1cc2c(n1-c1ccc(Br)cc1)CC(C)(C)CC2=O	14	-23%	11%	-23%	-7%	-4%	0%	-2%	18%
N#CC1=C(Nc2ccccc2)SC=C(c2ccc(Cl)c(Cl)c2)N=C1N1CCOCC1	-11	-15%	8%	-15%	-9%	-7%	1%	0%	12%
Cc1ccc(CN(C)CC(=O)Nc2ccc3c(c2)CCC3)cc1	-64*	-24%	36%[activator]	-8%	-24%	-8%	-1%	7%	-26%
